Source: PubChem
RTF Ca sens act: increases calcium sensitivity of human cardiac regulated thin filaments. P19429+P45379. IANBD-labeled TnC RTF fluorescence at EC20 calcium; 0% EC20 calcium, 100% full calcium. activation, % at 7.2 µM. 0.24% of 340,000 active. AID 493008;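 active = activation above the mean over all tested compounds plus 3 SD, cut at about 30% in these data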;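 note: rise in fluorescence read as greater calcium sensitivity of cardiac thin filaments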
Cardiac RTF inh: cardiac RTF calcium desensitization | P19429+P45379 | AID 493244 | 0.12% of 340,000 active | IANBD-labeled cardiac RTF, Ca2+ fluorescence | inhibition, % at 7.15 µM;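 active = inhibition above the mean inhibition of all tested compounds plus 3 SD, cut at about 17% in these data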;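 note: assay run at fixed EC70 calcium of 1.6 mM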
CAL PDZ FP-1: blocks peptide binding to the human CAL PDZ domain. purified CAL PDZ, TMR-peptide fluorescence polarization, 1 h. inhibition, % at 24.9 µM. 0.92% of 300,000 active. AID 602252;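 active = mean inhibition of at least 30% with at least half of replicates also reaching 30%; inconclusive = no clear call, values can overlap the other calls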;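 note: 0% = DMSO neutral control and 100% = excess unlabeled competitor peptide PRC23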
SR-BI uptake up: enhances SR-BI lipid uptake from DiI-HDL; 0.096% of 320,000 active; activation, % at 12.5 µM; AID 504775; CHO ldlA[mSR-BI] cells, DiI-HDL uptake fluorescence, 3 h; 100 = double the neutral-control signal;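 active = mean replicate activation of at least 60% and every replicate at or above 60%; inconclusive = mean or all-replicate condition met, but not both; inactive = mean below 60% and not all replicates reaching 60%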;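 note: 0% = median plate neutral-control signal and 100% = twice that signal; values of inactives mirror those of a sister screen read the other way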
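Material – SR-BI-overexpressing, LDLR-lacking CHO cells · Medium – BSA-supplemented, HEPES-buffered Ham's F12, pH 7.4 · Doses – single concentration · Times – compound with DiI-HDL co-incubation, 3 h at 37 °C · Measured by – bottom-read fluorescence, 550/595 nm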
CAL PDZ FP-2: human CAL PDZ-peptide interaction inhibition. purified CAL PDZ, TMR-peptide fluorescence polarization, 1 h. inhibition, % at 20 µM. 0.02% of 330,000 active. AID 504414;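 active = highest replicate inhibition of at least 40%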;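 note: plate controls were DMSO neutral control wells for no effect and unlabeled competitor peptide control wells for full effect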
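Read-out basis: mP drop reported as inhibition | Assay system: Tagged CAL PDZ protein CerCALP, purified | Benchmarks: Unlabelled peptide for full inhibition, DMSO wells as neutral | Schedule: 1 h incubation at room temperature before polarization reading | Buffer or medium: Sodium phosphate/NaCl buffer pH 7.4 with TCEP, IgG, Thesit | Doses: Single point, 20 µM | Measured by: Fluorescence polarization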
Rtt109 HAT inh: C. albicans Rtt109 histone acetyltransferase inhibition | inhibition, % at 34.9 µM | Q5AAJ8 | purified Rtt109/Vps75, ThioGlo CoA-SH fluorescence, 4 h | 0.16% of 330,000 active;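 active = inhibition of at least 50% in every replicate; inconclusive = best replicate reaches 50% inhibition but some replicates fall short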
DAGLB inh: diacylglycerol lipase beta (human) inhibition; AID 504411; HEK293T DAGLB membrane lysate, EnzChek fluorogenic substrate; Q8NCG7; inhibition, % at 5.17 µM; 0.059% of 340,000 active; in the data active = inhibition above about 34%;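 note: 0% = enzyme with vehicle and 100% = wells lacking enzyme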
Target sequence (Q8NCG7 whole entry, looked up): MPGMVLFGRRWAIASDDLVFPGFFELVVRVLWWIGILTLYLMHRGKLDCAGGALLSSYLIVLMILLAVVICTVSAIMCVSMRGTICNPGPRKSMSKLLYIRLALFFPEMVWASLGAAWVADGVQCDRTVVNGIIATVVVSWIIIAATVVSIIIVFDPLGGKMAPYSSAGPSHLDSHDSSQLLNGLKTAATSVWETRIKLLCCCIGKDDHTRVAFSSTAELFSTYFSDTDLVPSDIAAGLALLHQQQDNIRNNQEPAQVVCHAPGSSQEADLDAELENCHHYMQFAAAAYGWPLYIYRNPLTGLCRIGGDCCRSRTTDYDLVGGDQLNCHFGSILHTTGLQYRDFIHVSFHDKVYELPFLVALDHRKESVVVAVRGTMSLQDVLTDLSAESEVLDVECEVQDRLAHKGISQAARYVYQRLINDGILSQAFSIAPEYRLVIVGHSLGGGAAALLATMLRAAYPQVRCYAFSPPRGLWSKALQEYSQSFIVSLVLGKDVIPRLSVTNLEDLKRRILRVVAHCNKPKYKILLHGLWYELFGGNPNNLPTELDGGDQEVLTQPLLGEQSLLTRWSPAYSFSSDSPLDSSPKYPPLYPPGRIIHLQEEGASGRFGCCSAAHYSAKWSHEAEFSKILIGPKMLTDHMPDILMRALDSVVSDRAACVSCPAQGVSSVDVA
Keap1 Nrf2 FP: inhibitors of human Keap1-Nrf2 protein-protein interaction; Q14145; inhibition, % at 9.4 µM; Keap1 Kelch-Nrf2 peptide fluorescence polarization, 1536-well; 0.15% of 340,000 active; in the data active = inhibition above about 12%; inconclusive = no clear call, values can overlap the other calls; inactive = below about 7.3%;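 note: human Keap1 Kelch domain with fluorescein labeled Nrf2 9mer peptide probe; 0% = neutral control wells and 100% = peptide positive control; higher means more block of Keap1 binding to Nrf2 peptide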
LANA DNA inh: blocks KSHV LANA C-terminal domain binding to DNA. 0.078% of 340,000 active. MBP-C-LANA/FAM-LBS DNA binding, fluorescence polarization. inhibition, % at 9 µM. AID 504423;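 active = highest replicate inhibition at or above 60% at 9 µM, even if other replicates fall short; inactive = all replicates below 60% inhibition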;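 note: 0% = neutral control wells and 100% = 4 µM acridine orange control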
PKA-R2B act: activators of human PKA-R2B complex; P22694+P31323; PKA-R2B holoenzyme dissociation, Cy5-IP20 fluorescence polarization; R2B truncated from residue 108, S112A mutant; 0% DMSO only, 100% 113 µM cGMP; 0.079% of 340,000 active; activation, % at 11.4 µM;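 active = activation above a cutoff set at the mean over all compounds plus 3 SD, cut at about 18% in these data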;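 note: higher means more holoenzyme dissociation and a rise in polarization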
Target sequence (P31323 whole entry, looked up, other chains not shown, the tested form may be a part): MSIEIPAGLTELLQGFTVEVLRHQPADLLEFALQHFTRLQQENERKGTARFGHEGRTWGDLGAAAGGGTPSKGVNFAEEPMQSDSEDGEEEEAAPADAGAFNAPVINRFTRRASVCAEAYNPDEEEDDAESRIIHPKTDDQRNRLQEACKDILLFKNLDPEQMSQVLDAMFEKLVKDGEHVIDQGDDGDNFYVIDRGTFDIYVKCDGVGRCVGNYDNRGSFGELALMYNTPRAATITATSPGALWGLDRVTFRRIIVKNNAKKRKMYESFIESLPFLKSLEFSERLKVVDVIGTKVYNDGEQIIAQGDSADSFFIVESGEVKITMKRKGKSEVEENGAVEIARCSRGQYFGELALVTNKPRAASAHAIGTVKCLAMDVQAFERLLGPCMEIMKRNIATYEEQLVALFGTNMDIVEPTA
Starred values were filed as active, the others as inactive; ? = inconclusive; · = no result given. Not a hit list. Share with any hit: about 1.6%.

SMILES	RTF Ca sens act	Cardiac RTF inh	CAL PDZ FP-1	SR-BI uptake up	CAL PDZ FP-2	Rtt109 HAT inh	DAGLB inh	Keap1 Nrf2 FP	LANA DNA inh	PKA-R2B act
CCSc1nnc(CCNS(=O)(=O)c2ccc(C(C)=O)cc2)n1C	0.8	3.5	-1.8	·	-2.4	4.6	-1.7	-5.2	0.0	-3.9
CC(=O)Nc1ccc(NC(=O)C(C)OC(=O)CSCc2cccc(Cl)c2)cc1 (centres undefined)	0.5	-5.7	-3.9	43.1	-1.0	-1.8	-3.5	-1.0	1.1	2.4
COC(=O)CC1C(=O)NCCN1C(=O)c1cc([N+](=O)[O-])ccc1Cl (centres undefined)	0.6	-3.1	-2.1	6.3	·	-9.1	-1.7	-3.7	-1.2	-2.8
O=C(NCc1cccnc1)c1ccc2c(c1)N(Cc1ccccc1)CCS2	-0.3	2.4	-2.2	6.4	0.0	-11.8	0.2	-2.2	1.4	-5.4
O=C1CC(C(=O)Nc2ccc(F)cc2)S/C(=N\N=C\c2ccco2)N1 (centres undefined)	-0.7	-2.4	-4.6	0.4	-0.8	-3.7	3.2	3.3	-0.6	-2.7
Cc1ccc(CNC(=O)CCC(=O)Nc2nnc(C(C)C)s2)cc1	0.8	9.2	-0.5	4.7	-0.6	-10.0	-0.2	-1.0	1.0	5.8
CCOC(=O)c1c(C)[nH]c(C)c1S(=O)(=O)N(C)CC(=O)Nc1cc(C)ccc1OC	-6.3	1.5	-3.0	-11.6	-2.6	2.6	0.7	-2.1	-0.5	1.2
COc1ccc(-c2ccc(SCC(=O)N3CC(=O)Nc4ccccc43)nn2)cc1	-5.0	-12.8	-0.8	·	-5.0	14.7	-0.8	-2.9	0.7	0.4
COc1ccc(Cl)cc1C(=O)NNC(=O)C1COc2ccccc2O1 (centres undefined)	3.4	3.3	2.3	-7.7	0.4	-2.9	0.6	4.9	-1.1	6.1
Cc1nnc(Nc2ccc(F)cc2)c2ccccc12	0.4	-3.8	-15.7	5.5	-0.7	1.6	0.3	-2.1	-0.7	3.4
O=C1OCCN1C(=O)[C@H]1[C@H](c2ccc(F)cc2)C(c2ccccc2)=NN1c1ccccc1	6.7	-4.9	-2.9	8.4	0.3	-2.7	-0.8	-14.9	-3.1	1.9
COc1ccc(NC(=O)Nc2ccc(Cc3ccncc3)cc2)c(OC)c1	-2.3	-2.7	-1.3	12.6	0.7	2.0	0.3	2.3	0.9	4.1
N#Cc1nc(-c2ccc(Cl)cc2)oc1NCc1ccco1	1.8	-1.6	-2.4	-25.1	-1.7	-6.8	-2.6	-3.4	-0.1	3.3
COc1ncccc1C(=O)N1CCCC(N2CCN(c3cccc(Cl)c3)CC2)C1 (centres undefined)	-1.6	1.8	-2.6	-23.9	-3.3	32.5	-5.7	-1.2	0.6	-16.4
Clc1ccc(-c2csc(N3CCc4ccccc4C3)n2)cc1	-8.3	1.7	-2.7	17.5	-0.9	-6.0	-22.0	-3.3	2.3	-3.7
CCc1ccc(NC(=O)CCS(=O)(=O)c2ccc(Br)cc2)cc1	2.4	-2.5	0.8	16.6	0.3	·	-3.2	-4.5	-0.7	1.8
C=CCOc1ccccc1/C=N/n1nnnc1N	-0.6	-4.5	6.8	-13.1	-0.3	-9.6	0.7	?	-0.8	0.5
CS(=O)(=O)N1CCC(Oc2ccccc2C(=O)NC2CCCCCC2)CC1	6.9	3.0	6.7	-4.1	0.1	-1.8	0.8	-3.8	0.1	3.6
CCCCNC(=S)N(C)/N=C/c1ccc(OCC(=O)Nc2ccc(OC)cc2)c(OC)c1	-5.2	8.0	-3.2	-70.7	-2.3	29.4	-5.9	-2.1	-0.2	6.3
CC(C)c1ccc(C(=O)NCCCc2ccccc2)cc1	8.0	6.8	-0.7	-15.9	·	-0.9	-18.2	-2.5	-1.7	-3.5
O=C(Cn1nc(-c2ccccc2)c2ccccc2c1=O)NCCO	0.6	-6.0	-6.8	6.9	0.2	-0.8	1.2	0.4	0.8	4.2
COc1cccc(N/C(SC)=C(/C#N)C(=O)NCc2cccs2)c1	0.5	-2.7	4.0	4.1	-0.4	-5.6	-5.1	-2.3	-1.2	-1.0
Cc1ccc(NC(=O)COC(=O)C2CSC3(C)CCC(=O)N23)c(C)c1 (centres undefined)	-0.7	3.2	-5.4	20.2	1.7	23.3	-1.0	0.6	0.4	9.6
Nc1nnn(CC(=O)N/N=C/C=C/c2ccccc2)n1	4.0	-2.9	·	15.6	-0.1	24.4	-6.5	-6.5	-3.7	0.9
Cc1ccc(-n2c(SCC(=O)N3CCOCC3)nnc2-c2ccncc2)cc1C	-0.9	-0.8	0.0	·	-3.2	-14.9	1.6	3.0	-2.0	-13.1

The last 6 entries of the part before open the next one.
SMILES	RTF Ca sens act	Cardiac RTF inh	CAL PDZ FP-1	SR-BI uptake up	CAL PDZ FP-2	Rtt109 HAT inh	DAGLB inh	Keap1 Nrf2 FP	LANA DNA inh	PKA-R2B act
CC(C)c1ccc(C(=O)NCCCc2ccccc2)cc1	8.0	6.8	-0.7	-15.9	·	-0.9	-18.2	-2.5	-1.7	-3.5
O=C(Cn1nc(-c2ccccc2)c2ccccc2c1=O)NCCO	0.6	-6.0	-6.8	6.9	0.2	-0.8	1.2	0.4	0.8	4.2
COc1cccc(N/C(SC)=C(/C#N)C(=O)NCc2cccs2)c1	0.5	-2.7	4.0	4.1	-0.4	-5.6	-5.1	-2.3	-1.2	-1.0
Cc1ccc(NC(=O)COC(=O)C2CSC3(C)CCC(=O)N23)c(C)c1 (centres undefined)	-0.7	3.2	-5.4	20.2	1.7	23.3	-1.0	0.6	0.4	9.6
Nc1nnn(CC(=O)N/N=C/C=C/c2ccccc2)n1	4.0	-2.9	·	15.6	-0.1	24.4	-6.5	-6.5	-3.7	0.9
Cc1ccc(-n2c(SCC(=O)N3CCOCC3)nnc2-c2ccncc2)cc1C	-0.9	-0.8	0.0	·	-3.2	-14.9	1.6	3.0	-2.0	-13.1
COc1ccc(S(=O)(=O)N2CCCCCC2)cc1NC(=O)c1ccccc1S(C)(=O)=O	1.6	3.5	-5.5	5.6	-0.1	-0.3	0.5	-2.2	-0.2	6.0
CCOc1ccc(C(=O)N[C@H](C(=O)NNC(=O)c2cccs2)C(C)C)cc1	0.5	-1.0	-3.2	10.2	0.5	0.2	2.1	-4.2	-0.4	-1.9
CC(=O)c1cc(C)ccc1OC(=O)c1cccc2nc(C)oc12	-5.3	9.1	1.6	-13.4	-1.9	-1.0	1.1	-8.1	2.6	-15.0
Cc1cccc(COCC(Cc2ccccc2)N2CCN(C(=O)c3cccc(Cl)c3)CCC2=O)c1 (centres undefined)	1.6	2.0	-0.4	-11.2	-0.7	6.6	-8.9	-6.3	-1.0	-8.1
CN(C1CCS(=O)(=O)C1)S(=O)(=O)c1cccc2nsnc12 (centres undefined)	-4.5	5.5	·	13.2	0.4	-1.8	0.6	0.1	0.8	-2.4
CC1CC(C)(C)NC(=O)O1 (centres undefined)	-2.0	-1.1	-4.4	10.1	·	0.2	0.1	-3.8	-1.3	-6.0
CCn1cc(C(=O)NCC2CCCO2)c(=O)c2cc(S(=O)(=O)N3CCCCCC3)ccc21 (centres undefined)	-0.3	-17.9	0.2	-4.5	-0.6	1.8	0.2	-1.9	0.4	4.0
Cc1ccc(NC(=O)C(=O)NCC2CCCO2)cc1 (centres undefined)	1.5	-3.5	1.1	10.1	-2.6	·	-1.0	-2.7	0.2	7.9
Cc1ccc(S(=O)(=O)N2CCOCC2)cc1C(=O)Nc1nc(-c2ccccn2)cs1	-1.8	-11.9	-4.0	-50.4	-1.0	0.9	1.1	-5.9	-0.5	-7.2
Cc1ccc(C)c(/C=N/Nc2ccccn2)c1	1.6	-1.2	0.7	6.0	1.5	1.6	0.2	-5.0	11.0	-8.9
CC(=O)c1ccc2c(c1)OCCOCCOc1ccc(C(C)=O)cc1OCCOCCO2	-6.1	-2.1	·	10.9	-0.3	-8.2	-0.3	-4.7	-2.0	3.1
CCOC(=O)Nc1ccc(N2CCOCC2)c(S(=O)(=O)N2CCOCC2)c1	-4.4	-7.7	-3.0	5.8	-2.3	-7.8	2.9	2.5	1.5	-10.6
O=C(CSc1nnc(-c2ccco2)o1)c1ccc[nH]1	3.3	1.2	0.6	-6.9	0.5	14.9	1.3	-0.4	-0.5	0.2
CN(C(=O)COC(=O)c1ccc(=O)n(Cc2ccccc2)n1)C1CCS(=O)(=O)C1 (centres undefined)	5.3	-5.3	0.5	9.7	0.2	-8.1	1.9	1.0	-0.8	7.5
O=C(COC(=O)CC1CC2CCC1C2)NCc1ccc(F)cc1 (centres undefined)	-7.1	3.3	·	12.2	0.6	-6.1	-3.6	0.0	-1.0	-5.8
O=C(Nc1ccccc1)Nc1cnccn1	-4.1	0.3	-1.8	-16.6	-1.8	1.0	-1.7	0.3	-0.7	-8.7
CCC1CCCCN1CCCNC(=O)c1c(O)nc2c(C)cccn2c1=O (centres undefined)	-2.9	-3.1	-5.1	0.7	0.4	-12.5	0.6	4.1	-1.2	6.8
O=C(NCCc1ccccc1)c1nc2nc(-c3cccs3)cc(C(F)(F)F)n2n1	2.0	5.2	-4.7	-33.8	-3.2	-109.3	-1.8	-2.5	4.4	-3.8
COC(=O)c1cc(S(=O)(=O)Nc2cc(S(=O)(=O)N(C)C)ccc2C)oc1C	0.6	3.7	-7.3	10.7	-0.3	4.0	-0.2	1.1	-0.9	6.8
Cc1ccc(SCC(=O)N(C)CC(=O)Nc2cccc(F)c2)cc1	1.0	-16.4	·	-1.8	-1.3	-3.7	0.9	-7.9	1.1	-4.4
Cc1cccc(Cn2ncc(Cl)c(Cl)c2=O)c1	0.3	-4.4	·	16.5	-1.2	7.9	-3.3	0.0	0.2	-2.0
Cc1ccnc(NC(=O)c2ccc(COc3c(F)c(F)cc(F)c3F)o2)c1	-1.1	-2.9	·	4.8	-0.5	3.9	-7.8	-1.5	0.3	-5.2
COc1ccc(Nc2c[nH]c(=O)[nH]c2=O)cc1	-2.5	-3.9	-3.9	9.0	-0.3	-0.5	1.7	-3.1	0.8	0.8
